HDAC3 inhib: blocks human histone deacetylase 3; 320,000 tested, 0.15% active; inhibition, % at 8.3 µM; AID 2718; recombinant HDAC3, fluorogenic peptide/trypsin coupled, fluorescence; in the data active = inhibition above about 26%, passing the limit was not always enough; inconclusive = no clear call, values can overlap the other calls
GSK3A inh: blocks human GSK-3 alpha kinase | P49840 | ADP-Glo luminescence, 60 min | inhibition, % at 10 µM | 320,000 tested, 0.1% active;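 in the data active = inhibition above about 50%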;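 also: GST-tagged GSK-3 alpha with peptide substrate and 25 µM ATP; 0% = DMSO neutral wells and 100% = GW8510 positive control wells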
Target sequence (P49840 whole entry, looked up): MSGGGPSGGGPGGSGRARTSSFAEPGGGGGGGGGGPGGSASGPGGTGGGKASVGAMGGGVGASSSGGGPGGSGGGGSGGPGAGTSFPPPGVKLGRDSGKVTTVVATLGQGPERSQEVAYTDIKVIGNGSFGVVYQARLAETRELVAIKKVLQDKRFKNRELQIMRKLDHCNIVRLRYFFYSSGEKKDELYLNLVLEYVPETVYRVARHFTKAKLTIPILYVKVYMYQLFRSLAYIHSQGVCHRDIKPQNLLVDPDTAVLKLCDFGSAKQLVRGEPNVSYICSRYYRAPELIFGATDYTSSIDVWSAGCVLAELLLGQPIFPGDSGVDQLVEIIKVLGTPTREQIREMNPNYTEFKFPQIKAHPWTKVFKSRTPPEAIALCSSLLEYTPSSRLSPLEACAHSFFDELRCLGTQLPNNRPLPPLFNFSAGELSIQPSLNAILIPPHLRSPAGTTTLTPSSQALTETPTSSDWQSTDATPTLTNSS
KCNK3 block: human KCNK3 channel inhibition, primary screen; CHO-KCNK3 thallium flux, FluxOR fluorescence; hits give low values; O14649; B-score at 10 µM; 340,000 tested, 0.84% active; AID 602410;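 active = B-score under library mean minus 4 SD, starting fluorescence ratio at most library mean plus 5 SD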;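 also: more negative B-score means stronger inhibition of thallium flux through KCNK3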
Target sequence (O14649 whole entry, looked up): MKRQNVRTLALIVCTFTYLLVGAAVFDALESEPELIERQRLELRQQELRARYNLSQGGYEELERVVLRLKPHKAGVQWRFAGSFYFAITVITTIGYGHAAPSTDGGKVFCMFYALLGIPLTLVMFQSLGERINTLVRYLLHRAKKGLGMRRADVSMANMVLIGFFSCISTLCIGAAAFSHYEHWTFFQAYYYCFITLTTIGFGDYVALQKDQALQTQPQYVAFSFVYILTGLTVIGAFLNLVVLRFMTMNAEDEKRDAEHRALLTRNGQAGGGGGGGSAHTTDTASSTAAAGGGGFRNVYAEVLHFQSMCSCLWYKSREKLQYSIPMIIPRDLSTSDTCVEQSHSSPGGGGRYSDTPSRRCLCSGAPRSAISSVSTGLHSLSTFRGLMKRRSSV
DYRK1A inh: Dyrk1A (rat) kinase inhibition | Q63470 | ADP-Glo luminescence, NFATc1 peptide | inhibition, % at 12.5 µM | 310,000 tested, 0.43% active | AID 504441; in the data active = inhibition above about 50%;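 also: plate controls were vehicle with enzyme for no effect and no enzyme for full effect; many of its hits are not listed in these tables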
Numbers without * were called inactive; i = inactive; ? = inconclusive.

Codes – A = HDAC3 inhib; B = GSK3A inh; C = KCNK3 block; D = DYRK1A inh
1	O=C(CN1C(=O)CNC1=O)Nc1cc(Cl)cc(Cl)c1
  A: -5.7 | B: 1.9 | C: i | D: -0.4
2	CC[C@H](C)[C@@H](NC(=O)O[C@@H]1C(=O)c2cc(OC)ccc2O[C@H]1c1ccc(OC)c(Br)c1)C(=O)OC
  A: -6.1 | B: -1.4 | C: i | D: 2.7
3	Cc1cc(=O)[nH]c(SCC(=O)N2CC3(C)CC2CC(C)(C)C3)n1 (configuration not stated)
  A: -2.7 | B: 0.6 | C: i | D: -3.4
4	CCc1ccc(NC(=O)C(C)Sc2ccc(S(=O)(=O)N3CCN(C)CC3)cn2)cc1 (configuration not stated)
  A: 1.4 | B: -1.6 | C: i | D: -0.9
5	O=S(=O)(NCCCCNS(=O)(=O)c1c(F)cccc1F)c1ccc2c(c1)OCCO2
  A: 3.1 | B: 0.0 | C: i | D: 5.5
6	Cc1c(NC(=O)C(C)Oc2cccc(F)c2)c(=O)n(-c2ccccc2)n1C (configuration not stated)
  A: 3.1 | B: -0.1 | C: i | D: 2.1
7	COCc1c(C(=O)N2CCN(S(=O)(=O)c3ccccc3Cl)CC2)oc2ccccc12
  A: 4.2 | B: 2.2 | C: i | D: 6.6
8	COc1ccc(CCNC(=O)CN(C)S(=O)(=O)c2cccs2)cc1
  A: 0.1 | B: -6.7 | C: i | D: 2.5
9	c1ccc2cc(CCO[C@H]3CCCCO3)ncc2c1
  A: 2.3 | B: -0.5 | C: i | D: 7.5
10	Cc1ccccc1-c1nnc(SC(C)C(=O)NC2CCCC2)o1 (configuration not stated)
  A: 6.3 | B: -7.5 | C: i | D: -2.3
11	Cc1csc(=O)n1CCC(=O)OCc1nnc(-c2ccccc2Cl)o1
  A: 4.3 | B: -1.4 | C: i | D: -0.4
12	CC(=O)Nc1ccc(NC(=O)C2CCN(S(=O)(=O)c3ccc4c(c3)OCCO4)CC2)cc1
  A: 2.8 | B: 4.4 | C: i | D: 0.3
13	CN(CC(=O)Nc1ccccc1Br)C(=O)c1ccc2c(=O)n3c(nc2c1)CCC3
  A: 1.4 | B: 0.8 | C: i | D: -0.9
14	OC[C@H]1O[C@H](OC[C@H]2OC(O)[C@H](O)[C@@H](O)[C@@H]2O)[C@H](O)[C@@H](O)[C@@H]1O (some centres not stated)
  A: -3.7 | B: -2.2 | C: i | D: 3.6
15	COc1ccc(NCc2ccc([N+](=O)[O-])s2)c(OC)c1
  A: 4.7 | B: 0.8 | C: i | D: -1.6
16	CCOC(=O)CCCC(=O)Nc1ncnc2c1C(c1ccccc1)c1c(ccc3ccccc13)O2 (configuration not stated)
  A: -1.2 | B: -1.7 | C: i | D: 6.1
17	COc1cc(OC)c(C(=O)OC(C)C(=O)NCc2ccc3c(c2)OCO3)cc1OC (configuration not stated)
  A: -5.8 | B: -1.3 | C: i | D: -3.7
18	C[C@H](CO)N1C[C@H](C)[C@@H](CN(C)S(=O)(=O)c2ccccc2)Oc2c(NC(=O)c3ccncc3)cccc2C1=O
  A: 2.7 | B: 1.2 | C: i | D: -5.1
19	CCOc1ncccc1C(=O)OCC(=O)NCc1ccccc1
  A: 2.3 | B: -2.8 | C: i | D: 2.6
20	Cc1cccc(C(=O)OCC(=O)N2CCN(C(=O)c3ccco3)CC2)c1O
  A: -5.4 | B: -0.9 | C: i | D: -5.5
21	CC(C)(C)CNC(=O)c1ccc2c(c1)S(=O)(=O)c1cc(Cl)ccc1C2=O
  A: 6.2 | B: -0.2 | C: i | D: 11.6
22	CCn1nc(C(=O)N2CCN(Cc3nc4ccccc4s3)CC2)c2ccccc2c1=O
  A: 0.9 | B: -1.6 | C: i | D: -1.3
23	CN1CCN(C(=O)CNC(=O)c2cccs2)CC1
  A: -5.1 | B: 2.7 | C: i | D: -4.8
24	COc1ccc(NC(=O)COC(=O)c2ccc(-n3cnnn3)cc2)c([N+](=O)[O-])c1
  A: 1.8 | B: -3.3 | C: i | D: 9.5
25	COc1ccc(SC[C@H](Cc2ccccc2)N2CC[C@@H](C)CCC2=O)cc1
  A: 4.5 | B: -1.4 | C: i | D: 6.5
26	N#Cc1c(NC(=O)CSc2nc(-c3ccco3)cc(C(F)(F)F)n2)sc2c1CCCC2
  A: 3.6 | B: -0.5 | C: i | D: 1.7
27	O=C(CCCN1CCC(O)(c2ccc(Br)cc2)CC1)c1ccc(F)cc1
  A: -1.0 | B: -1.5 | C: i | D: 4.8
28	CCN(CC)C(=O)COn1c(SCC(=O)N(CC)CC)nc2ccccc2c1=O
  A: 3.8 | B: 2.6 | C: i | D: 22.8
29	S=C(NC1CC1)SCc1ccco1
  A: 1.8 | B: 8.9 | C: i | D: 9.1
30	CCOC(=O)c1[nH]c(C)c(C(=O)OCC(=O)NCc2ccc(OC)cc2)c1C
  A: -1.1 | B: -0.8 | C: i | D: -3.5
31	COc1cccc(NC(=O)CN(C)CC(=O)Nc2ccc3c(c2)OCO3)c1
  A: -9.4 | B: 0.2 | C: i | D: 2.9
32	O=C(Nc1cc(C(F)(F)F)ccc1N1CCCC1)C1CCCO1 (configuration not stated)
  A: -2.1 | B: -0.9 | C: i | D: 3.0
33	O=S(=O)(N(Cc1ccccc1)[C@@H](CO)Cc1ccccc1)N(Cc1ccccc1)[C@@H](CO)Cc1ccccc1
  A: -3.4 | B: 1.5 | C: i | D: -7.5
34	N#Cc1ccc(NC(=O)CSc2nc3[nH]c(=O)cc(O)c3s2)cc1
  A: 5.2 | B: -1.0 | C: i | D: 12.6
35	Cc1ccc(C2(c3ccccc3)NC(=O)N(CC(=O)N(C)C3CCS(=O)(=O)C3)C2=O)cc1C (configuration not stated)
  A: -0.4 | B: 0.7 | C: i | D: -6.4
36	CC(C)(C)OC(=O)NCc1ccc(CNC(=O)c2ncn(Cc3ccccc3)c2C(=O)NCc2ccc(CNC(=O)OC(C)(C)C)cc2)cc1
  A: 3.6 | B: 0.1 | C: i | D: -13.5
37	NC1(C#Cc2ccc3c(=O)c4ccccc4sc3c2)CCCCC1
  A: -3.6 | B: -0.3 | C: i | D: 9.6
38	O=C(NCC1CCCO1)c1cccc(S(=O)(=O)Nc2ccc(SC(F)F)cc2)c1 (configuration not stated)
  A: ? | B: 0.4 | C: i | D: -2.0
39	C=CCn1c(=S)[nH]c2ccccc2c1=O
  A: -2.7 | B: 2.1 | C: i | D: -5.8
40	Cc1nn(CC(=O)Nc2cc(S(=O)(=O)N3CCOCC3)ccc2Cl)c(C)c1[N+](=O)[O-]
  A: -2.6 | B: -2.7 | C: i | D: 3.5
41	COc1ccc(CC(=O)Nc2ccc(S(=O)(=O)N3CCOCC3)cc2)cc1
  A: -4.8 | B: -0.3 | C: i | D: -3.8
42	c1nc(NCc2ccc3c(c2)OCO3)c2cc(-c3ccc4c(c3)OCCO4)ccc2n1
  A: -0.2 | B: -3.0 | C: i | D: 17.4
43	COc1ccc(-c2cc(C(=O)OCC(=O)N3CCCCC3)c3ccccc3n2)cc1OC
  A: 10.4 | B: -1.1 | C: i | D: 7.0
44	COc1cc(NC(=O)c2cc(-c3ccccc3)nc3c2cnn3C(C)C)cc(OC)c1OC
  A: -0.4 | B: 2.8 | C: i | D: 12.5
45	CN(C)C1=NCCN1CC1CCCC1
  A: 0.7 | B: 1.4 | C: i | D: 7.2
46	COc1ccc(NC(=O)Nc2ccc3c(c2)C(=O)N([C@H](C)CO)C[C@H](C)[C@@H](CN(C)C(=O)Nc2ccc4c(c2)OCO4)O3)cc1
  A: 5.2 | B: -1.8 | C: i | D: 3.8
47	O=C(NOCc1ccccc1)c1ccc(Cl)cc1Cl
  A: 0.3 | B: -3.8 | C: i | D: 3.3
48	O=C(Nc1nccs1)c1nc[nH]c1C(=O)N1CCc2ccccc2C1
  A: -2.4 | B: 0.5 | C: i | D: 1.0
49	O=C(COC(=O)Cc1ccc(Cl)cc1)NCc1ccco1
  A: -4.4 | B: -4.7 | C: i | D: -0.6
50	COc1ccc(NC(=O)CSc2nnc(-c3ccc(F)cc3)o2)cn1
  A: -0.1 | B: -7.9 | C: i | D: 6.6

Other structures.
Codes – A = HDAC3 inhib; B = GSK3A inh; C = KCNK3 block; D = DYRK1A inh
51	Cc1ccc(S(=O)(=O)N2CCOCC2)cc1C(=O)N1CC(C)CC(C)C1 (configuration not stated)
  A: 1.1 | B: 0.4 | C: i | D: 0.5
52	C[C@@]12C(=O)Nc3cc(Cl)ccc3C(=O)N1[C@H]1c3cc(Cl)ccc3OC[C@@H]1[C@@H]2c1ccccc1
  A: 1.8 | B: -2.1 | C: i | D: -9.6
53	COc1cccc(C2=CC(=O)C[C@H](c3ccc(F)cc3)C2)c1OC
  A: 3.5 | B: 4.5 | C: i | D: 6.9
54	CCN(CC)S(=O)(=O)c1ccc(NC(=O)COc2cccc(-n3cnnn3)c2)cc1
  A: 2.0 | B: -4.8 | C: i | D: -4.6
55	Cc1ccc(S(=O)(=O)NCCC(=O)NNC(=O)COc2ccc(Br)cc2)cc1C
  A: 4.0 | B: -3.4 | C: i | D: 5.8
56	CCOC(=O)NC1(Nc2cccc(Cl)c2)Oc2ccccc2O1
  A: 0.7 | B: -1.7 | C: i | D: 2.2
57	OC[C@H]1NC[C@@H](O)[C@@H]1O
  A: -11.5 | B: -0.8 | C: i | D: 10.7
58	CCC/C(=C1/c2ccccc2C(=O)N1c1ccccc1)c1ccc2c(c1)OCCO2
  A: -3.9 | B: -3.3 | C: i | D: 4.6
59	COc1ccc([C@H]2CC(=O)C=C(c3ccc(F)cc3OCc3ccccc3)C2)cc1OC
  A: -1.9 | B: -2.4 | C: i | D: 1.0
60	CN(Cc1ccccc1N1CCCC1)C(=O)c1cc2cc(Cl)ccc2o1
  A: -3.9 | B: -2.2 | C: -9.49* | D: -0.3
61	Cc1ccc(NC(=O)Nc2ccccc2F)cc1S(=O)(=O)N1CCOCC1
  A: 3.6 | B: -2.7 | C: -10* | D: 7.3
62	O=C(/C=C/c1ccccc1)c1ccc(NC2=NCCCS2)cc1
  A: 4.2 | B: 2.2 | C: i | D: 0.0
63	O=C(CN1CCN(c2cccc(C(F)(F)F)c2)CC1)N(C1CCCC1)C1CCS(=O)(=O)C1 (configuration not stated)
  A: 3.2 | B: -3.5 | C: -8.73* | D: -1.2
64	CCOc1cc(N2CCOCC2)c(OCC)cc1NC(=O)CSc1nc(N)cc(=O)[nH]1
  A: 2.4 | B: -2.2 | C: i | D: 5.1
65	CC(=O)Nc1ccc(NC(=O)C(C)Sc2nnc(-c3ccc4c(c3)OCO4)o2)cc1 (configuration not stated)
  A: -6.0 | B: 14.8 | C: i | D: -1.2
66	COc1ccc(NC(=O)CNC(=O)C2CCCCC2)cc1OC
  A: 5.3 | B: -2.1 | C: i | D: 2.0
67	Cc1cn([C@H](C(=O)NCCCCCCCCCCC(=O)N2CCN(C(=O)OC(C)(C)C)CC2)[C@@H](C)O)nn1
  A: -0.1 | B: -23.2 | C: i | D: 3.6
68	COc1ccc(NC(=O)Nc2cccc3c2O[C@H](CN(C)S(=O)(=O)c2cccs2)[C@@H](C)CN([C@H](C)CO)C3=O)cc1
  A: -0.1 | B: -3.4 | C: i | D: -7.4
69	Cc1cccc(NC(=O)C2CC(=O)N(c3ccc4c(c3)OCCO4)C2)n1 (configuration not stated)
  A: -1.3 | B: 0.5 | C: i | D: 1.9
70	CCN(CCCNS(=O)(=O)c1ccc2c(c1)oc(=O)n2C)c1cccc(C)c1
  A: -3.0 | B: 1.1 | C: i | D: 0.6
71	CCCOc1cc(N)ccc1C(=O)OCCN(CC)CC
  A: -2.1 | B: -4.3 | C: i | D: 1.9
72	COc1cccc(Nc2nn3c(=O)c4ccccc4nc3s2)c1
  A: -0.1 | B: -0.6 | C: i | D: 2.1
73	CC(=O)Nc1ccc(SCCN2CC[C@@H](C(C)(C)C)CCC2=O)cc1
  A: 3.8 | B: 1.8 | C: i | D: 0.4
74	COc1ccc(CCNC(=O)COc2ccc3c(c2)OCO3)cc1
  A: -3.7 | B: 0.7 | C: i | D: 22.4
75	COc1ccc(Cl)cc1C(=O)NNC(=O)CCNS(=O)(=O)c1ccccc1
  A: 4.4 | B: -1.8 | C: i | D: 3.0
76	CC1CCCCC12NC(=O)N(CC(=O)NCCc1ccccc1)C2=O (configuration not stated)
  A: -2.5 | B: 0.9 | C: i | D: 2.6
77	CCOC(=O)C1CCCN(C(=O)c2cn(CC)c3ccc(S(=O)(=O)N(C)C)cc3c2=O)C1 (configuration not stated)
  A: -1.1 | B: -0.1 | C: i | D: 5.4

A portion of the library; the hit share may differ from the screen's.
